# Compound activity (PubChem)
# Casp6 inh: caspase-6 (human) enzyme inhibition. 0.53% of 350,000 active. purified caspase-6, Z-VEID-R110 cleavage fluorescence. inhibition, % at 12.5 µM. P55212;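 active means mean inhibition across replicates at least about 35%, with every replicate also reaching that limit, limit read from the data; inconclusive means only one of the two criteria met; inactive means neither criterion met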;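 further: 0% = median of neutral control wells and 100% = no fluorescence left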
# Target sequence (P55212 24-179 limits assumed): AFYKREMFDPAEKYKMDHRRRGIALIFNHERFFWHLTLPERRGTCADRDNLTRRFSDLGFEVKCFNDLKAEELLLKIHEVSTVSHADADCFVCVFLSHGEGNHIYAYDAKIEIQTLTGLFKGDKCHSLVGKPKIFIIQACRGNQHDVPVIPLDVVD
# Target sequence (P55212 194-293 limits assumed): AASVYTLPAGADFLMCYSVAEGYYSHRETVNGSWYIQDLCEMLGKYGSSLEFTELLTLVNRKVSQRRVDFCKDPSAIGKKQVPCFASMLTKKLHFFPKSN
# LGR2 inh: blocks bursicon-induced cAMP signaling via Drosophila LGR2. HEK293 LGR2, CRE-luciferase, bursicon-stimulated, 4 h. inhibition, % at 9.99 µM. 0.35% of 380,000 active. AID 720647;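 active means drop in luminescence signal, shown as inhibition above about 50% in the replicate tests, limit read from the data, passing the limit was not always enough; inconclusive means probably only some replicates passing the limit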;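 further: agonist challenge used bursicon conditioned medium at about half maximal strength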
# EWS-Fli inh: EWS/Fli transcriptional activity inhibition. A673 NR0B1-luciferase reporter, viability-normalised. inhibition, % at 12.6 µM. 0.67% of 350,000 active. AID 651661;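 active means mean inhibition of at least 50% after viability correction, with every replicate also passing that limit; inconclusive means mean reaches 50% but only one of two replicates passes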;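 further: firefly luciferase signal divided by Alamar Blue viability fluorescence both relative to DMSO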
# SIRT5 inh: sirtuin-5 (human) deacylase inhibition. Purified SirT5, succinyl-peptide AMC, trypsin-coupled fluorescence. Q9NXA8. inhibition, % at 15 µM. 1.1% of 330,000 active. AID 652115; in the data active means inhibition above about 15%; inconclusive means no clear call, values can overlap the other calls
# Target sequence (Q9NXA8 whole entry, looked up): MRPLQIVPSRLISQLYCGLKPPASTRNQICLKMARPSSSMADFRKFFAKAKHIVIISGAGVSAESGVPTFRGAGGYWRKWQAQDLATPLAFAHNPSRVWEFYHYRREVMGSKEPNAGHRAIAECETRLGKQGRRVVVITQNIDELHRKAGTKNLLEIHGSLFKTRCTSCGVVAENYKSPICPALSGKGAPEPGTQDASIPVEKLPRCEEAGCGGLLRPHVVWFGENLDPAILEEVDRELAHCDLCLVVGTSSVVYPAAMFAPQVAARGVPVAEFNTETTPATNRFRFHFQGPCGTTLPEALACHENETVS
# PAX8 inh HTS: lowers PAX8-driven luciferase in RMG-I cells; inhibition, % at 12.6 µM; 1.2% of 360,000 active; RMG-I TPO-luciferase reporter, SteadyGlo, 24 h;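 active means mean replicate inhibition at least 60% with every replicate also reaching 60%; inconclusive means only one of the two criteria is met; inactive means mean below 60% and not all replicates reaching 60%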;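 further: luciferase light reporting Pax8 driven TPO promoter activity; plate controls were median of neutral control wells for no effect and mitoxantrone controls for full effect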
# ARNT-TACC3 inh: disrupts binding between human ARNT and TACC3; AlphaScreen His-ARNT PAS-B/GST-TACC3 binding, luminescence; TACC3 fragment carries E629A point mutation; inhibition, % at 9.99 µM; 0.66% of 390,000 active; AID 623870;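 active means mean inhibition of replicates at least 50% and at least half of replicates each reaching 50%; inconclusive means half or more replicates reach 50% but mean below 50%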;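 further: 0% = complete ARNT plus TACC3 wells and 100% = ARNT alone without TACC3; many hits fall short of the cut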
# DENV2 CPE: DENV2-induced cell death inhibition | DENV2-infected cells, cytopathic effect rescue, plate reader | CPE inhibition, % at 9.99 µM | 1.7% of 350,000 active | AID 651640; in the data active means CPE inhibition above about 20%, passing the limit was not always enough; inconclusive means no clear call, values can overlap the other calls; tested in BHK-21 cells;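 further: 0% = median of neutral control wells and 100% = median of positive control wells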
# * = called active by the depositor; ? = inconclusive; / = not tested or not shown.
smiles,EWS-Fli inh,PAX8 inh HTS,ARNT-TACC3 inh,LGR2 inh,SIRT5 inh,Casp6 inh,DENV2 CPE
Cc1nnsc1C(=O)N/N=C/c1ccccc1Cl,8,0,-3,0,-2,-3,16
CCCN(C)C[C@H]1OCCCC[C@H](C)Oc2ccc(NS(=O)(=O)c3ccc(Cl)cc3)cc2C(=O)N([C@@H](C)CO)C[C@H]1C,-10,38,6,8,8,0,-3
Cc1c(C(=O)OC(C)C)[nH]c2c1C(=O)CC(C)(C)C2,5,/,-10,-3,1,1,5
COc1ccc2c3c([nH]c2c1)[C@H](CO)N(S(=O)(=O)c1cn(C)cn1)CC31CCN(Cc2ccccc2)CC1,-5,/,/,-13,/,/,-4
Cc1ccc(NC(=O)CCNC(=O)c2ccc(Br)cc2)cc1S(=O)(=O)N1CCCCCC1,13,/,-13,3,-2,8,-1
COc1ccc(CN2CCC(CO)(CCOc3ccccc3)CC2)c(OC)c1C,8,-2,-4,3,-2,-5,-4
CC(C)CC#Cc1cnc2c(c1)C(=O)N([C@H](C)CO)C[C@@H](C)[C@@H](CN(C)Cc1ccccc1C(=O)O)O2,0,/,-6,-6,0,-2,6
O=C(NCc1ccccc1)[C@@H]1[C@@H](CO)[C@@H]2Cn3c(ccc(/C=C/c4ccccc4)c3=O)[C@H]1N2CC1CC1,4,-13,/,3,-77,1,-10
O=C(CCC(=O)NC1CCCCC1)N/N=C/c1ccncc1,-2,-12,-6,3,0,/,5
O=C(O)c1cc(C(F)(F)F)nc2c(C(F)(F)F)cccc12,-4,-13,11,/,-1,-5,-5
COc1cccc2c1Oc1cc([N+](=O)[O-])cc(N(C)C(C)=O)c1C=C2,9,15,4,1,2,4,-1
C=CCNC(=S)N/N=C(\C)c1ccc(-n2ccnc2)cc1,20,15,-1,-7,0,-1,-1
CCCN1CCC(=O)N(CCSc2ccccc2)CC1,-88,16,-7,-13,/,/,5
O=C(OC(C(=O)NCc1ccccc1)c1ccccc1)c1ccco1 (stereo unspecified),-6,-17,-4,2,-4,-3,-1
CCOP(=O)(OCC)C1NC(=O)N(c2ccccc2)C1=O (stereo unspecified),-2,15,-13,11,30*,-3,-2
O=C(CNC(=O)c1ccc2c(c1)OCO2)Nc1cccc(Br)c1,0,1,/,-9,0,0,?
O=C(COC(=O)CCN1C(=O)/C(=C\C=C\c2ccccc2)SC1=S)Nc1ccc(Br)cc1,40,-15,2,-7,-9,5,/
Cc1ccc(NC(=S)NCC23C=CC(O2)C2C(=O)N(c4ccc(C)cc4)C(=O)C23)cc1 (stereo unspecified),-4,-17,1,/,-8,-4,49*
C[C@@H]1CN([C@H](C)CO)C(=O)c2cccc(NC(=O)CCCCCC(=O)Nc3ccccc3N)c2O[C@@H]1CN(C)C(=O)Nc1ccc2c(c1)OCO2,0,24,/,8,/,2,0
Cc1ccc(S(=O)(=O)Nc2ccc3c(c2)C(=O)N([C@H](C)CO)C[C@@H](C)[C@@H](CN(C)C(=O)C2CCCCC2)OCCCC[C@@H](C)O3)cc1,7,19,-5,10,7,-4,-1
Cc1csc2c(N3CCN(C(=S)Nc4ccc(F)cc4F)CC3)ncnc12,5,-2,1,28,1,3,0
COc1ccc(C(=O)c2ccccc2)c(OCC(=O)NC2CC2)c1,3,17,-8,-5,-2,1,-7
O=C(C[C@@H]1C[C@H]2c3cc(NC(=O)C4CCOCC4)ccc3O[C@H]2[C@H](CO)O1)NCC1CC1,0,-4,-11,-3,6,-1,10
COc1ccc(/C=C2\SC(=O)N=C2N)cc1,9,-7,-1,2,/,1,0
CCOc1ccc(S(=O)(=O)N2CCC(C(=O)N3CCN(Cc4ccccc4)CC3)CC2)cc1,/,/,-2,-1,1,2,-4
Cc1cc(C)cc(NC(=O)c2sc3nc4n(c(=O)c3c2C)CCC4)c1,-49,-55,-12,0,1,-2,-3
Cc1occc1-c1nnc(SCC(=O)O)n1-c1ccccc1,1,-4,-12,18,0,-2,7
COc1ccc(CCNC(=O)CS(=O)(=O)Cc2nc(-c3ccccc3Cl)oc2C)cc1OC,0,17,-4,4,0,1,-2
CC=Cc1ccc2n(c1=O)C[C@H]1[C@H](CO)[C@@H](C(=O)NCC3CC3)[C@@H]2N1Cc1cccnc1 (mixture of isomers),1,-34,/,9,-6,-11,-2
COCC(=O)N1C[C@H](C)[C@H](OC)CN(C)C(=O)c2cc(NC(=O)c3ccc(F)cc3)ccc2OC[C@@H]1C,2,/,-4,-7,0,0,0
O=C(c1cccnc1)N1CC(=O)N2[C@H](C1)[C@H](c1ccc(-c3cccnc3)cc1)[C@@H]2CO,-10,-33,/,11,-3,1,8
Cc1ccccc1C(=O)NN1CC(C(=O)OCc2ccc(Cl)c(Cl)c2)CC1=O (stereo unspecified),/,4,-18,-4,-4,4,11
CC1Oc2ccccc2N(CC(=O)Nc2ccccc2F)C1=O (stereo unspecified),-2,15,-3,-5,11,-13,-1
COc1ccc(C(=O)NCC(=O)N/N=C/c2ccc([N+](=O)[O-])s2)cc1OC,19,4,12,7,2,8,-5
CCS(=O)(=O)Nc1ccc2c(c1)C(=O)N(C)[C@@H]1CC[C@H](CC(=O)NCCOC)O[C@H]1CO2,-4,-8,-1,-13,2,0,-5
Cn1nc(C#N)c(=O)[nH]c1=O,1,4,-4,19,/,-4,4
COc1cccc(C2CCCN2Cc2nc(CCC(C)C)no2)c1 (stereo unspecified),2,-25,-1,6,-1,0,8
C[C@H]1CN([C@@H](C)CO)C(=O)c2cc(NS(=O)(=O)c3ccc(F)cc3)ccc2O[C@@H]1CN(C)S(=O)(=O)c1ccccc1,3,2,15,11,/,/,0
O=C1c2ccsc2SCCN1Cc1c(F)cccc1Cl,-13,-16,0,-10,-3,0,-2
COc1cccc(CNC(=O)COC(=O)c2cc([N+](=O)[O-])ccc2N2CCCC2)c1,-1,-2,/,7,-1,6,?
O=S(=O)(c1ccccc1C(F)(F)F)N1CCC(n2cnc3ccccc32)CC1,7,/,-3,20,-1,0,5
C[C@@H]1CN([C@H](C)CO)C(=O)c2cc(NC(=O)Cn3cnnn3)ccc2O[C@@H]1CN(C)S(C)(=O)=O,2,/,-13,-3,3,-1,1
CCOc1cc(/C=N/NC(=O)c2cc(C)n(-c3ccc(F)cc3)c2C)ccc1O,-6,9,-6,5,3,8,-2
COc1cccc(S(=O)(=O)N2CCC3(CC2)CN(C(=O)Nc2ccc(F)cc2)[C@H](CO)c2[nH]c4cc(OC)ccc4c23)c1,7,/,/,4,3,7,-4
CS(=O)(=O)N1CCc2cc(C(=O)Nc3ccccc3Br)ccc21,-124,-104,-1,-37,-4,0,?
Cn1cc(C(=O)OCC2CCN(CCNS(C)(=O)=O)CC2)c2ccccc21,6,8,-3,2,-4,-1,-5
Cc1noc(C)c1S(=O)(=O)Nc1ccc2c(c1)CC(=O)N([C@H](C)CO)C[C@@H](C)[C@H](CN(C)C(=O)Nc1ccc(C(F)(F)F)cc1)O2,-1,28,3,13,1,-4,6
O=C(NCC1CCCO1)C1CCCN1C(=O)Nc1ccc(Cl)c(Cl)c1 (stereo unspecified),-2,3,5,/,-2,0,1
COc1ccc2cc(-c3cc(C(=O)OCC(=O)NC4CCS(=O)(=O)C4)c4ccccc4n3)ccc2c1 (stereo unspecified),/,-3,2,32,/,/,/
Cc1cc(C)c2c(SC(C)C)nc(N)nc2n1,12,8,9,3,1,1,1
COc1cccc(OCCNCc2ccccc2)c1,5,-5,-25,1,-6,-3,4
Cc1nn(CC(=O)N2CCN(C)CC2)c(=O)c2c1sc1ccccc12,/,3,-11,-13,-1,0,4
CC1C(c2ccccc2)OCCN1C(=S)Nc1ccc(S(=O)(=O)N2CCCCC2)cc1 (stereo unspecified),-15,-5,/,14,/,0,8
C[C@@H]1CN([C@H](C)CO)C(=O)Cc2cc(NS(=O)(=O)c3ccccc3)ccc2O[C@H]1CN(C)C(=O)Nc1cccc2ccccc12,-4,-24,12,17,7,13,-4
COc1cc(NS(=O)(=O)c2csc(C(N)=O)c2)cc(OC)c1,-40,-20,-7,-7,-3,3,-2
O=C1N[C@@H](Cc2ccccc2)COC(=O)[C@H](Cc2ccc(F)cc2)CC/C=C/C[C@H]1CC(=O)N(CCO)Cc1ccccc1,2,15,0,26,-3,0,-8
CCOC(=O)C1=CCN(S(=O)(=O)c2cccc(Cl)c2)C1c1cccc(Br)c1 (stereo unspecified),-3,-5,/,12,-3,-1,14
CCC(C)c1ccc(OCC(=O)NNC(=O)C2CCCCC2)cc1 (stereo unspecified),-3,/,-4,-18,-2,-3,3
O=C(NC(=S)NNC(=O)c1ccccc1O)c1cccc([N+](=O)[O-])c1,-13,14,77*,9,3,14,6
CCS(=O)(=O)Nc1cccc(C2=NN(S(=O)(=O)CC)C(c3cccs3)C2)c1 (stereo unspecified),2,-12,1,2,-1,8,-1

# A run of entries taken from the entries so far:
smiles,EWS-Fli inh,PAX8 inh HTS,ARNT-TACC3 inh,LGR2 inh,SIRT5 inh,Casp6 inh,DENV2 CPE
Cc1noc(C)c1S(=O)(=O)Nc1ccc2c(c1)CC(=O)N([C@H](C)CO)C[C@@H](C)[C@H](CN(C)C(=O)Nc1ccc(C(F)(F)F)cc1)O2,-1,28,3,13,1,-4,6
O=C(NCC1CCCO1)C1CCCN1C(=O)Nc1ccc(Cl)c(Cl)c1 (stereo unspecified),-2,3,5,/,-2,0,1
COc1ccc2cc(-c3cc(C(=O)OCC(=O)NC4CCS(=O)(=O)C4)c4ccccc4n3)ccc2c1 (stereo unspecified),/,-3,2,32,/,/,/
Cc1cc(C)c2c(SC(C)C)nc(N)nc2n1,12,8,9,3,1,1,1

# Full records as entered above. Values in the order: EWS-Fli inh | PAX8 inh HTS | ARNT-TACC3 inh | LGR2 inh | SIRT5 inh | Casp6 inh | DENV2 CPE
# CCS(=O)(=O)Nc1cccc(C2=NN(S(=O)(=O)CC)C(c3cccs3)C2)c1 (stereo unspecified) as listed: 2 | -12 | 1 | 2 | -1 | 8 | -1
# COc1ccc(CCNC(=O)CS(=O)(=O)Cc2nc(-c3ccccc3Cl)oc2C)cc1OC as listed: 0 | 17 | -4 | 4 | 0 | 1 | -2

# A second format for some results above.
# Every second line gives: EWS-Fli inh	PAX8 inh HTS	ARNT-TACC3 inh	LGR2 inh	SIRT5 inh	Casp6 inh	DENV2 CPE
CC1C(c2ccccc2)OCCN1C(=S)Nc1ccc(S(=O)(=O)N2CCCCC2)cc1 (stereo unspecified)
 : -15	-5	/	14	/	0	8
COc1ccc(C(=O)NCC(=O)N/N=C/c2ccc([N+](=O)[O-])s2)cc1OC
 : 19	4	12	7	2	8	-5
CCOC(=O)C1=CCN(S(=O)(=O)c2cccc(Cl)c2)C1c1cccc(Br)c1 (stereo unspecified)
 : -3	-5	/	12	-3	-1	14
O=S(=O)(c1ccccc1C(F)(F)F)N1CCC(n2cnc3ccccc32)CC1
 : 7	/	-3	20	-1	0	5

# Records listed above shown as hits in ARNT-TACC3 inh.
smiles	ARNT-TACC3 inh	LGR2 inh	SIRT5 inh	Casp6 inh
O=C(NC(=S)NNC(=O)c1ccccc1O)c1cccc([N+](=O)[O-])c1	77*	9	3	14
